# OXTR ag: human OXTR agonists, primary screen, fluorescence, CHO-OTR cells, Fluo-8 calcium; Oxytocin receptor (Homo sapiens), P30559; Fluo-8 calcium fluorescence; normalized: DMSO 0%, oxytocin 100%; activation, % at 3 µM; hit rate 0.32% among 320,000;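 active = activation above the mean of all tested compounds plus 3 SD, cutoff set per screening run, cut at about 20% in these data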;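 note: peak over basal fluorescence ratio from a 100 s FLIPR kinetic read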
# GPR7 antag: GPR7 receptor antagonists, primary screen, cell-based, fluorescence, single concentration | hit rate 1.1% among 290,000 | AID 1861, 2009 | GPR7-expressing cells, fluorescence antagonist assay | Neuropeptides B/W receptor type 1 (Homo sapiens), P48145 | inhibition, % at 4.4 µM; in the data active = inhibition above about 16%, passing the limit was not always enough;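 note: cells stimulated with the agonist NPW; 0% = agonist with vehicle and 100% = vehicle without agonist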
# Target sequence (P48145 whole entry, looked up): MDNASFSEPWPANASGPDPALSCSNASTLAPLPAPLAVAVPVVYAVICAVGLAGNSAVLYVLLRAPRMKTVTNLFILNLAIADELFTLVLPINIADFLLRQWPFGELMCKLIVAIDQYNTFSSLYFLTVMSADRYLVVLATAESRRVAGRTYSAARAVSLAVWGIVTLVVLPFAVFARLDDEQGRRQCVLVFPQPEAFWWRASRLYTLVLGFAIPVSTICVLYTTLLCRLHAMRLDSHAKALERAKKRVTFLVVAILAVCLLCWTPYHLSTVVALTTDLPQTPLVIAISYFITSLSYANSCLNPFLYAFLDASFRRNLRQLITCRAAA
# CHO parental Ca: ATP-evoked calcium signal inhibitors, parental CHO, primary screen, counter-screen for OX1R antagonist project, cell-based, fluorescence, Fluo-8 calcium dye; parental CHO-K1, ATP-induced calcium, Fluo-8 fluorescence; hit rate 0.63% among 330,000; inhibition, % at 5.6 µM; AID 463079, 2010;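 active = inhibition above that plate's mean sample inhibition plus 3 SD, cut at about 26% in these data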;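 note: 0% = ATP-challenged DMSO wells and 100% = DMSO wells without ATP; some compounds past the cut are filed as inactive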
#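 Test system: untransfected parental CHO cell line. Compound: one dose, 5.6 µM nominal. Detection: intracellular calcium via Fluo-8 no-wash fluorescent dye. Measure: % inhibition. Benchmarks: ATP-challenged DMSO wells low, unchallenged DMSO wells high.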
# M1 PAM parental: nonselective calcium activators in parental CHO-K1 cells, primary screen, counter-screen for M1 PAM project, cell-based, Fluo-8 calcium fluorescence, full deck, 1536-well; AID 602247, 2012; activation, % at 3 µM; ATP EC20; 0% at ATP EC20, 100% at ATP max; hit rate 0.02% among 360,000;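 active = activation above the run cutoff, the mean activation of all test compounds plus 3 SD, cut at about 40% in these data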;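 note: peak over basal fluorescence ratio in a 140 s read after ATP addition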
# OXTR potentiator: human OXTR potentiators, primary screen, fluorescence, CHO-OTR cells, Fluo-8 calcium; activation, % at 3 µM; hit rate 0.061% among 320,000; Oxytocin receptor (Homo sapiens), P30559; Fluo-8 calcium fluorescence, potentiator mode; 0% = oxytocin EC15, 100% = EC100;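 active = activation above that plate's cutoff, the mean activation of tested compounds plus 3 SD, cut at about 6.6% in these data, passing the limit was not always enough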;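 note: 100% uses oxytocin at 75 nM as the full agonist control; some results filed as inactive read as strong as hits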
#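 Dosing: Single dose, 3.0 µM nominal final compound concentration | Material: Human OTR in CHO cells | Technique: Kinetic Fluo-8 calcium fluorescence | Benchmarks: EC15 oxytocin alone as 0%, 75 nM oxytocin as 100% | Probe or stimulus: Oxytocin at about EC15, sub-maximal agonist stimulus | Incubation: Compound 6 min at room temperature before oxytocin, 100 s read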
# CHO-K1 Ca ag: counter-screen for M1 agonists: effect in parental CHO-K1 cells; activation, % at 3 µM; AID 602248, 2012; hit rate 0.48% among 360,000; Fluo-8 calcium fluorescence; scaled to maximal ATP response, vehicle zero; in the data active = activation above about 15%;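 note: untransfected CHO-K1 host cells lacking M1 receptor as counterscreen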
# CHO-K1 Ca antag: counter-screen for M1 antagonists: effect in parental CHO-K1 cells. ATP-induced calcium, Fluo-8 fluorescence. inhibition, % at 3 µM. hit rate 0.6% among 360,000;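 active = inhibition above a per-plate cutoff, the plate's mean sample inhibition plus 3 SD, cut at about 24% in these data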;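 note: 0% = DMSO plus EC80 ATP and 100% = DMSO alone without ATP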
# TAAR1 antag: human TAAR1 antagonists, primary screen, Fluo-8 calcium fluorescence, CHO RD-HGA16 cells; inhibition, % at 3 µM; AID 624466, 2012; hit rate 1.5% among 360,000; Trace amine-associated receptor 1 (Homo sapiens), Q96RJ0; antagonist;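 active = inhibition above a per-plate cutoff, the mean inhibition of test compounds on that plate plus 3 SD, cut at about 49% in these data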;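 note: 0% = DMSO plus EC80 beta-PEA response and 100% = DMSO alone without agonist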
# Target sequence (Q96RJ0 whole entry, looked up): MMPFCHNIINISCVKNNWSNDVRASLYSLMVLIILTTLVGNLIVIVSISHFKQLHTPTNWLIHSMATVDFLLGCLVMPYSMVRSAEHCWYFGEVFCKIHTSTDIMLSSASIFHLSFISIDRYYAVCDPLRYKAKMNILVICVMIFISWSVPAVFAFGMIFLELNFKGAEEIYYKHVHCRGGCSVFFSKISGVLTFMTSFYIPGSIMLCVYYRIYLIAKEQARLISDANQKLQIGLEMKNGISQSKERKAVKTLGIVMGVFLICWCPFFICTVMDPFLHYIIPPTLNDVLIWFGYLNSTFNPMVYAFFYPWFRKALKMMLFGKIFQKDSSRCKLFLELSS
#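 test system = CHO RD-HGA16 cells bearing hTAAR1 | replication = singlicate | controls = DMSO-only wells and EC80 β-PEA-stimulated wells | reagent = EC80 β-phenethylamine stimulus | read-out basis = percent inhibition of PEA-evoked calcium signal, max/basal emission ratio | schedule = seeding 17-24 h prior, 75-min 37 °C, 30-min RT dye loading | signal = kinetic Fluo-8 calcium fluorescence measurement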
# V1R ag counter: agonists of human V1a receptor, primary screen, counter-screen for OXTR agonist project, fluorescence, CHO-V1R cells | Vasopressin V1a receptor (Homo sapiens), P37288 | Fluo-8 calcium fluorescence, agonist mode; 0% DMSO, 100% 3 nM vasopressin | activation, % at 3 µM | hit rate 0.25% among 320,000 | AID 2797, 2010;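 active = activation above the mean activation of all tested compounds plus 3 SD, per screening run, cut at about 20% in these data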;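 note: signal is peak over basal fluorescence ratio across a 100 second FLIPR read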
# Target sequence (P37288 whole entry, looked up): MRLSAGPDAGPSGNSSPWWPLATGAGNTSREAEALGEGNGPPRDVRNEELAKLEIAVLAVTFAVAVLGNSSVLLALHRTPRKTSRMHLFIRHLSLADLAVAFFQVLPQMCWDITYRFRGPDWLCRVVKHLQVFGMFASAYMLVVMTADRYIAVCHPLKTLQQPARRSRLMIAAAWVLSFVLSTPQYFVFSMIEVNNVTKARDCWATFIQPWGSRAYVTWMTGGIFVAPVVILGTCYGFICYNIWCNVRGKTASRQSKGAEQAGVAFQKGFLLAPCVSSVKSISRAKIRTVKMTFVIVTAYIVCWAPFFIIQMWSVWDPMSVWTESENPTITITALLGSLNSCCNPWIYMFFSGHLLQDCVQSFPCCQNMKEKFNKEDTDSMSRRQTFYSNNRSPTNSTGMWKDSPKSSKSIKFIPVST
# * = called active by the depositor; · = no result given.
# A first look:
SMILES,OXTR ag,GPR7 antag,CHO parental Ca,M1 PAM parental,OXTR potentiator,CHO-K1 Ca ag,CHO-K1 Ca antag,TAAR1 antag,V1R ag counter
OC(C#Cc1ccccn1)c1cccs1 (stereo not drawn),0.4,-6,0,6,-8,0.9,-1,2,0.6
CN(Cc1ccccc1)CC(O)COc1ccc(CNCc2cc3ccccc3s2)cc1 (stereo not drawn),14,24,12,9,-13,3.9,0,9,16
Cc1cccc(N2CCN(Cc3nc(-c4cccc(Cl)c4)oc3C)CC2)n1,-2.2,1,-26,26,3,0.3,-10,-8,-0.6
O=C(C[n+]1ccc(-c2cc(C(=O)Nc3cccc(C(F)(F)F)c3)c3ccccc3n2)cc1)c1cccc([N+](=O)[O-])c1,-1.5,-18,-5,14,-17,-0.9,-13,2,-1.1
COc1ccc(Cl)cc1NS(=O)(=O)c1cccc2cccnc12,1.1,13,-2,2,-13,1.2,-5,6,1.6
Cc1cc(NS(=O)(=O)c2ccc(NC(=O)CCCC(=O)O)cc2)nc(C)n1,-0.5,4,-15,14,-13,0.0,-11,-5,-0.7
Cc1ccc(OCC(=O)Nc2ccc(S(=O)(=O)N3CCCCC3)cc2)c([N+](=O)[O-])n1,3.0,-10,10,21,-19,4.3,-8,2,3.9

# Results, repeating the preview:
SMILES,OXTR ag,GPR7 antag,CHO parental Ca,M1 PAM parental,OXTR potentiator,CHO-K1 Ca ag,CHO-K1 Ca antag,TAAR1 antag,V1R ag counter
OC(C#Cc1ccccn1)c1cccs1 (stereo not drawn),0.4,-6,0,6,-8,0.9,-1,2,0.6
CN(Cc1ccccc1)CC(O)COc1ccc(CNCc2cc3ccccc3s2)cc1 (stereo not drawn),14,24,12,9,-13,3.9,0,9,16
Cc1cccc(N2CCN(Cc3nc(-c4cccc(Cl)c4)oc3C)CC2)n1,-2.2,1,-26,26,3,0.3,-10,-8,-0.6
O=C(C[n+]1ccc(-c2cc(C(=O)Nc3cccc(C(F)(F)F)c3)c3ccccc3n2)cc1)c1cccc([N+](=O)[O-])c1,-1.5,-18,-5,14,-17,-0.9,-13,2,-1.1
COc1ccc(Cl)cc1NS(=O)(=O)c1cccc2cccnc12,1.1,13,-2,2,-13,1.2,-5,6,1.6
Cc1cc(NS(=O)(=O)c2ccc(NC(=O)CCCC(=O)O)cc2)nc(C)n1,-0.5,4,-15,14,-13,0.0,-11,-5,-0.7
Cc1ccc(OCC(=O)Nc2ccc(S(=O)(=O)N3CCCCC3)cc2)c([N+](=O)[O-])n1,3.0,-10,10,21,-19,4.3,-8,2,3.9
Cc1ccc(NC(=O)c2ncn(CCCNCC3CCCCC3)n2)cc1C,·,·,·,18,·,1.4,-13,-11,·
COCCN(C(=O)CNC(=O)c1ccco1)C(C(=O)NC1CCCCC1)c1cccc(OC)c1 (stereo not drawn),1.1,-10,-13,19,-1,0.4,-11,10,0.8
CC(C)(C)c1ccc(C2C3=C(CCCC3=O)NC3=C2C(=O)c2ccccc23)cc1 (stereo not drawn),-1.8,-4,-9,22,-9,1.4,-7,-3,0.2
COC(=O)CC1Sc2ccccc2NC1=O (stereo not drawn),-0.1,-9,-4,-9,-6,-0.2,19,7,-0.6
COc1ccc(NC(=O)/C=C/c2ccc(F)cc2)cn1,1.0,-5,-6,17,-5,13,1,9,2.7
C/C(=N\NC(=O)CCC(=O)Nc1ccccc1)c1cccs1,-0.3,-5,4,12,0,0.4,-7,1,0.4
COc1ccc(C(=O)Nc2ccccn2)cc1S(=O)(=O)N1CCOCC1,0.0,-5,3,0,-6,5.3,3,-9,-0.2
COc1ccc(C2CC(c3ccccc3OC(C)=O)=NN2C(C)=O)cc1 (stereo not drawn),-1.3,-12,-8,11,-3,5.0,0,0,0.3
N#Cc1sc2nc(C3CC3)cc(-c3ccccc3)c2c1N,-2.0,-15,-39,1,3,-0.3,0,12,-0.7
O=C(/C=C/c1ccco1)NC(=S)Nc1cccc(C(=O)O)c1,-0.4,-9,-6,-1,-10,0.4,-10,-8,0.5
CCOC(=O)c1ccc(N2C(=O)CC(N3CCC(O)(c4ccc(Cl)cc4)CC3)C2=O)cc1 (stereo not drawn),12,-7,-4,11,-22,5.1,-1,8,8.1
CCn1c2ccccc2c2cnc(N=CN(C)C)c(C#N)c21,-0.1,-8,-12,12,-3,0.8,-10,-5,0.2
COc1ccc(CSC(=N)N)cc1[N+](=O)[O-],0.9,3,-2,6,0,0.0,-7,-19,0.8
COc1ccc(C2c3cc(OC)c(OC)cc3CCN2C(=O)c2cccc([N+](=O)[O-])c2)cc1OC (stereo not drawn),-0.8,-6,-24,-4,-7,2.3,-7,5,1.5
COc1ccc(Nc2cc(Nc3cc(OC)c(OC)c(OC)c3)ncn2)cc1,-1.3,-19,-12,9,2,3.9,-19,-7,1.6
O=C(Cn1ccc(NC(=O)OCc2ccccc2)nc1=O)NCCCc1ccccc1,-0.2,·,-23,13,-2,0.1,-11,2,-0.3
CCCCn1c(=O)c2c(nc3n2CCCN3Cc2ccccc2)n(C)c1=O,·,18,·,0,·,1.3,-14,-9,·
Cc1cc(OCC(=O)Nc2nccs2)c2c(C)c(C)c(=O)oc2c1,·,·,·,5,·,0.0,-6,-21,·
O=C(O)c1ccccc1NC(=O)c1cc2ccccc2oc1=O,·,0,·,-10,·,-0.3,1,-15,·
CCCC[n+]1ccc(-c2nc3ccc([N+](=O)[O-])cc3[nH]2)cc1,-0.1,-6,-5,8,-11,0.0,-2,7,0.1
CC(=O)Nc1cccc(NC(=O)c2cccc3cccnc23)c1,1.2,6,-15,3,-6,0.6,-15,10,3.9
CCn1c(=O)cc(OCC(=O)N2CCN(c3cccc(C(F)(F)F)c3)CC2)c2ccccc21,2.8,-11,-1,-7,-7,2.1,23,48,5.5
Cc1csc(=O)n1CCC(=O)OCC(=O)c1c(N)n(C)c(=O)n(C)c1=O,0.1,·,5,3,-1,0.8,-10,-19,1.0
CN(CC(=O)NCCc1ccc(F)cc1)Cc1ccc(Br)cc1,-1.0,15,-16,12,-5,0.6,-7,2,0.2
O=C1CCCN1c1cccc(Br)c1,0.1,-9,-16,-4,-9,0.0,-7,-6,0.1
CC1(C)CC(CC(=O)O)(c2ccccc2)CCO1 (stereo not drawn),0.7,-10,0,-2,10,-0.2,3,13,0.6
O=C1C(=O)N(CCS(=O)(=O)c2ccccc2)c2ccc(F)cc21,0.4,-2,-10,4,-7,0.5,-9,-14,1.6
CCc1noc(C)c1C(=O)NNC(=O)c1ccccc1Cl,0.6,·,0,12,2,0.1,-15,-16,0.4
O=C1CC(=Nc2ccc([N+](=O)[O-])cc2)NN1c1c(Cl)cc(Cl)cc1Cl,·,·,·,1,·,-0.4,6,1,·
O=C(NCCCN1CCCC1=O)c1cc(COc2ccc(F)cc2F)on1,0.7,-1,-6,-10,-3,2.9,19,-7,1.5
CCCOC1CCCN(C(=O)c2ccc3oc(C(C)C)nc3c2)C1 (stereo not drawn),-0.7,-10,-32,3,-8,0.4,1,-4,-0.8
O=C(O)CCC(=O)NCc1c(Cl)cccc1Sc1ccc(Cl)cc1,1.9,3,-21,10,-1,1.6,-3,-11,-0.7
CCN(CC)S(=O)(=O)c1cccc(NC(=O)CN(C)Cc2cccc(OC)c2)c1,5.7,-6,1,-5,-3,5.7,-5,-24,4.1
O=C1NC(=S)NC(=O)C1Nc1ccc(Cl)cc1,·,·,·,-9,·,-0.1,4,-15,·
O=C(CSc1nnc(CNC(=O)c2ccco2)o1)Nc1ccccc1C(F)(F)F,0.2,-2,-14,14,2,0.6,-10,-5,0.4
COc1ccc(NC(=O)CN(C)CC(=O)NCC(=O)Nc2ccc(F)cc2)cc1,-0.6,·,-13,-5,-1,0.6,-8,0,-0.8
O=C(CN1CCCN(Cc2ccc(F)cc2Cl)C1=O)NC1CCCC1,-0.7,-10,-6,14,-7,0.1,-9,-28,0.5
Cc1cccc(C)c1NC(=O)CS(=O)CC(=O)N1CCN(c2ccccc2)CC1 (stereo not drawn),-0.6,-6,-4,0,1,0.5,-11,-8,-0.3
COc1ccccc1CCc1nnc(CCC(=O)NC(C)Cc2cccnc2)o1 (stereo not drawn),-0.9,-5,-10,19,3,1.2,-6,13,0.7
O=C(CCN1CCOCC1)N1CCc2c([nH]c3ccccc23)C1c1cccc(Cl)c1 (stereo not drawn),-0.2,12,-9,19,-12,1.7,-16,11,0.5
O=C(O)c1cccc(N2C(=O)c3cccc4cccc(c34)C2=O)c1,·,-16,·,16,·,0.3,-4,-11,·
CCCn1c(Sc2nnnn2-c2ccccc2)n[nH]c1=O,0.0,-6,7,21,-18,0.6,-7,-21,0.5
CC(OC(=O)c1ccc(Cl)nc1)C(=O)NC(C)(C)C (stereo not drawn),1.6,10,1,22,6,0.8,-14,-9,1.5
CSc1nc2c(c(=O)[nH]1)C(c1ccc(Br)cc1)CC(=O)N2 (stereo not drawn),0.0,-7,-11,6,1,16*,8,-1,0.2
Cc1ccc(C(C)(C)C)cc1S(=O)(=O)N1CCC(C(=O)N2CCN(c3ccc(O)cc3)CC2)CC1,1.0,·,-14,-20,-7,1.6,13,17,6.1
O=S(=O)(Nc1ccc(-n2cccc2)cc1)c1ccc(F)cc1,-2.1,-7,-2,21,-15,0.4,-2,-8,0.4
CCOc1ccc(-c2nc(N)ncc2Oc2cccc(OC)c2)c(O)c1,-1.4,-5,-25,15,-6,0.1,4,17,-0.4

# Complete entries, looked up by structure. Values in the order: OXTR ag | GPR7 antag | CHO parental Ca | M1 PAM parental | OXTR potentiator | CHO-K1 Ca ag | CHO-K1 Ca antag | TAAR1 antag | V1R ag counter
# Entry for O=C(O)c1cccc(N2C(=O)c3cccc4cccc(c34)C2=O)c1 → · | -16 | · | 16 | · | 0.3 | -4 | -11 | ·
# Entry for O=C(CCN1CCOCC1)N1CCc2c([nH]c3ccccc23)C1c1cccc(Cl)c1 (stereo not drawn) → -0.2 | 12 | -9 | 19 | -12 | 1.7 | -16 | 11 | 0.5

# Source: PubChem BioAssay
